# EPAC2 agonist = EPAC2 (human) agonism. Q8WZA2. EPAC2 activation, biochemical qHTS; response scale: 100% = 6.5 mM cAMP response. Potency, µM (doses to about 154 µM), inactives show at the highest dose activation, hits mostly activators. actives 0.079% (n = 360,000); further: potency means the concentration at half of the fitted maximal effect; nearly all actives have a fitted effect of over 50% in size
#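 In this primary screen, activation is scored as increased exchange of BODIPY-GDP from Rap1B by 100 nM EPAC2, with 50 uM GDP as competitor. Signal is normalized to the 6.5 mM cAMP agonist control.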
# PI5P4Ka inh = PI5P4K alpha (human) kinase inhibition | P48426 | PI5P4Kalpha enzyme, ADP-Glo luminescence, 60 min; stronger effect = lower value | max response, % | actives 1.2% (n = 330,000) | AID 652105; active means max response of -50% or lower; inconclusive means between -30% and -50%; inactive means -30% or higher; further: value at the top dose of about 77 µM; on the % scale 0 is the no-effect control and ±100 the full control effect
#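 Quantitative HTS of the MLSMR library against PI5P4Kalpha with substrate. ATP added last at 5 microM final; room temperature, 60 minutes. Remaining ATP depleted, ADP converted and read as luminescence.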
# EPAC1 agonist = agonists of human EPAC1. O95398. EPAC1 agonist qHTS, biochemical assay; response scale: 100% = response to 6.5 mM cAMP. Potency, µM (highest dose often 154 µM), for the others: at the top dose activation, most hits filed as activators. actives 0.073% (n = 360,000). AID 720707; further: potency means the concentration at half of the fitted maximal effect; nearly all actives have a fitted effect of over 60% in size
#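 EPAC1 100 nM, Rap1B–BODIPY-GDP 250 nM, unlabeled GDP 50 uM; compound titration; 5 min RT; kinetic read ex480/em540 at 5-min intervals ×30 min; data normalized to 6.5 mM cAMP agonist control.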
# EPAC1 antagonist = antagonists of human EPAC1; AID 720709; Potency, µM (doses to about 115 µM), without a hit: top-dose activity change, negative = inhibition, hits mostly inhibitors; EPAC1 GEF assay, Rap1b-BODIPY-GDP exchange fluorescence; actives 0.14% (n = 360,000);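 further: potency means the concentration at half of the fitted maximal effect; plate controls were vehicle for no effect and positive control for full effect; nearly all actives have a fitted effect of over 50% in size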
# PLK1 PBD block = PLK1 (human) polo-box domain binding inhibition; P53350; Plk1 PBD binding of FITC phosphopeptide, fluorescence polarization; Potency, µM, for the others: max response, negative = inhibition, usual class: inhibitors; actives 2.8% (n = 360,000); further: potency means the concentration at half of the fitted maximal effect; series mostly up to about 57 µM; on the % scale 0 is the no-effect control and ±100 the full control effect; nearly all actives have a fitted effect of over 65% in size
# CCT chaperon mod = cytosolic chaperonin activity modulation | AID 651819 | activity change, % (concentration not given with the values), hits read low | actives 0.3% (n = 360,000) | purified chaperonin ATPase assay, HTRF ADP detection, 30 min; in the data active means activity change below about -30%; further: on the % scale 0 is the no-effect control and ±100 the full control effect
#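 ATPase activity: ADP formed was measured by HTRF Transcreener (665/615 nm ratio) after 30 min at 37 deg C with 10 uM ATP. Compounds screened at one 76 uM concentration against 40 or 20 nM TRiC in Tris pH 7.4/KCl/MgCl2/DTT buffer.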
# IL-2 act = activators of IL-2 | IL-2 activation reporter assay, cell-based qHTS; stimulated with anti-CD3/CD4/CD28 beads; in transgenic mouse T cells | activation, % (series mostly up to about 46 µM) | actives 0.065% (n = 360,000); in the data active means activation above about 50%; inconclusive means mostly about 30% to 49%; further: 0% is about no effect
#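 Screening format: compound pinned onto unstimulated transgenic mouse T cells, 60 min incubation, then anti-CD3/anti-CD4/anti-CD28 bead stimulation for 18 hours at 37 degrees C, followed by EGFP and DsRed detection.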
# WRN helicase inh = WRN helicase (human) inhibition | Potency, µM (doses to about 114 µM), without a hit: top-dose activity change, negative = inhibition, hits mostly inhibitors | AID 651768 | WRN helicase unwinding, fluorescent forked duplex, kinetic | actives 0.46% (n = 360,000); further: potency means the concentration at half of the fitted maximal effect; on the % scale 0 is the no-effect control and ±100 the full control effect; nearly all actives have a fitted effect of over 55% in size
#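 WRN at 20 nM final was preincubated with compound for 15 min at room temperature; reaction started with 100 nM forked duplex oligonucleotide carrying fluorophore and quencher plus 2 mM ATP (final). Unwinding followed kinetically by red fluorescence (ex 525/em 598 nm).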
# * marks the source's active call; other numbers are inactive results; ? = inconclusive; . = no result given; [ ] = remark or other dose. Unless noted, the call rests on the fitted dose curve; in most records, active means well fitted curve in the direction sought with a large enough effect; inconclusive means small, poorly fitted or top-dose-only effect, or another doubt; inactive means no such curve, though single readings can be large; an effect the other way counts as inactive or inconclusive. Some of the compounds tested; the hit share may differ from the screen's.
cpd	smiles	EPAC2 agonist	PI5P4Ka inh	EPAC1 agonist	EPAC1 antagonist	PLK1 PBD block	CCT chaperon mod	IL-2 act	WRN helicase inh
1	O=C(COc1ccc2c3c(c(=O)oc2c1)CCCC3)N1CCN(c2ccc(F)cc2)CC1	2%	0	11%	11%	-14%	0.8	-1.1	-10%
2	O=C(OCc1cccc(C(F)(F)F)c1)c1cc([N+](=O)[O-])ccc1N1CCOCC1	3%	-12	4%	13%	-8%	-0.5	-5.8	3%
3	O=C(CN1C2=NCCCN2c2ccccc21)c1ccc(Cl)cc1Cl	1%	-1	-6%	-2%	7%	1.6	0.3	-8%
4	CCOC(=O)c1c(NC(=S)NC)sc2c1CC(C)(C)SC2	-3%	?	-2%	18%	24µM*	-4.6	7.9	-10%
5	NC(=S)N/N=C/c1ccc2cccc(OCc3ccccc3)c2n1	22%	-3	2%	-3%	-13%	0.0	-0.8	-4%
6	O=C(O)C1CCN(S(=O)(=O)c2cccc3nsnc23)CC1	-2%	6	5%	15%	-3%	0.6	-4.2	4%
7	CCOC(=O)C1(C)NC(c2ccco2)C2C(=O)N(c3ccccc3)C(=O)C21 (centres undefined)	4%	-5	9%	-5%	-3%	-6.7	0.3	-8%
8	CC1(C(=O)Nc2ccc3c(c2)OCCO3)CCN1C(=O)CC1CCCC1 (centres undefined)	8%	3	-20%	2%	4%	0.6	-0.4	11%
9	CC1(C)CC(=O)C(C(C#Cc2ccccc2)C2=C(O)CC(C)(C)CC2=O)=C(O)C1	7%	.	-3%	17%	4.2µM*	-3.1	-2.0	-17%
10	O=C(N/N=C/c1ccccc1C(=O)O)c1cccc(S(=O)(=O)N2CCOCC2)c1	0%	1	5%	2%	4%	0.1	3.0	7%
11	O=C(NCc1ccccc1)C(c1ccncc1)N(C(=O)c1csnn1)c1cccc(F)c1 (centres undefined)	7%	11	5%	-1%	2%	3.1	-2.2	-7%
12	CCOC(=O)C1(CCc2ccccc2)CCN(C(=O)CN2CCOC2=O)CC1	-11%	2	-10%	1%	-1%	0.4	-2.2	4%
13	CCCN(CCC)C(=O)COc1cc(=O)n(CC)c2ccccc12	5%	2	-15%	-7%	2%	-0.7	-3.0	5%
14	O=C(CN1C(=O)COc2ccccc21)Nc1ccc(N2CCOCC2)cc1	14%	-4	0%	20%	-16%	-1.3	-3.2	4%
15	O=C(COC(=O)c1cccc(F)c1)Nc1cccc(S(=O)(=O)N2CCCCC2)c1	20%	3	7%	1%	-5%	1.5	-1.7	-3%
16	COC(c1ccc(Cl)cc1)(c1ccc(Cl)cc1)C(Oc1nccc(C)n1)C(=O)O (centres undefined)	6%	-8	-5%	-5%	-6%	0.3	0.3	-1%
17	CCCNc1ncnc2sc(C)c(C)c12	5%	2	-7%	8%	-6%	1.4	-0.5	2%
18	COc1ccccc1-c1c(C)nn2c(-c3ccccc3)cc(C)nc12	4%	1	3%	-22%	-12%	1.0	-0.6	-10%[11.6 µM]
19	O=[N+]([O-])c1cccc(/C=N/Nc2nc(C(Cl)(Cl)Cl)nc3ccccc23)c1	-10%	-1	8%	4%	-6%	-4.6	-2.2	-5%
20	COc1ccc(C2NC(=S)NC3=C2CCc2cc(OC)ccc23)cc1 (centres undefined)	15%	.	7%	-18%	?	-0.4	0.9	-7%
21	O=C(Nc1ccc(Cl)cc1)C1CCN(C(=O)c2ccco2)CC1	-4%	1	-1%	15%	-7%	1.2	-0.3	-12%
22	O=C(c1cc(COc2ccc3ncccc3c2)on1)N1CCC[C@H]1CO	-4%	2	9%	-7%	3%	-5.3	-0.2	-17%
23	O=c1c2ccccc2nc2n1C(CSc1ccc(F)cc1)CS2 (centres undefined)	5%	0	4%	-7%	0%	-0.9	3.4	-1%
24	COc1ccc(CN(C)C(=O)C(CCSC)NS(=O)(=O)c2ccc3c(c2)OCCO3)c(OC)c1OC (centres undefined)	-2%	0	-8%	-26%	6%	1.5	1.1	-3%
25	Cc1cccc(C)c1NC(=O)CCS(=O)(=O)c1ccc(Br)cc1	6%	-7	-4%	6%	-5%	-1.4	-0.7	-6%
26	C#CC(C)(O)C1CC(CC(=O)O)C1(C)C (centres undefined)	5%	6	3%	7%	-2%	-2.2	1.5	4%
27	COc1cccc(C(=O)NCc2ccco2)c1	-2%	-3	-8%	-8%	-3%	1.6	-0.7	0%
28	CC(=O)Nc1cccc(NC(=O)CS(=O)(=O)c2cn(CC(=O)N3CCCC3)c3ccccc23)c1	-1%	-9	-9%	-9%	-3%	-1.8	-0.4	-1%
29	COc1cc(C(O)P(=O)(OC2CCCCC2)c2ccc(N(C)C)cc2)cc(OC)c1OC (centres undefined)	3%	-2	4%	-11%	-2%	-2.3	0.9	-12%
30	O=C(NC1=NCCS1)c1ccc(-c2ccc(Cl)cc2)o1	13%	5	-3%	-3%	-10%	-1.9	-2.3	11%
31	NNC(=O)c1ccc(Cn2cc(Br)cn2)cc1	-4%	-4	-4%	-7%	7%	-2.3	-0.5	4%
32	Fc1ccc(-[n+]2nc(Nc3ccccc3)sc2-c2c(Cl)cccc2Cl)cc1	9%	-14	-8%	-21%	-5%	-0.3	-0.6	-2%

# An excerpt from above in order of number of heavy atoms, high to low:
cpd	smiles	EPAC2 agonist	PI5P4Ka inh	EPAC1 agonist	EPAC1 antagonist	PLK1 PBD block	CCT chaperon mod	IL-2 act	WRN helicase inh
20	COc1ccc(C2NC(=S)NC3=C2CCc2cc(OC)ccc23)cc1 (centres undefined)	15%	.	7%	-18%	?	-0.4	0.9	-7%
6	O=C(O)C1CCN(S(=O)(=O)c2cccc3nsnc23)CC1	-2%	6	5%	15%	-3%	0.6	-4.2	4%
17	CCCNc1ncnc2sc(C)c(C)c12	5%	2	-7%	8%	-6%	1.4	-0.5	2%

# Carrying on.
cpd	smiles	EPAC2 agonist	PI5P4Ka inh	EPAC1 agonist	EPAC1 antagonist	PLK1 PBD block	CCT chaperon mod	IL-2 act	WRN helicase inh
33	Cc1ncsc1C(=O)Nc1nc2c(s1)CC(C)CC2 (centres undefined)	5%	.	3%	7%	-5%	-0.9	2.4	-10%
34	CS(=O)(=O)c1ccc2nc(NC(=O)c3ccc(NS(=O)(=O)c4ccc(F)c(F)c4)cc3)sc2c1	-8%	-26	-8%	-5%	-13%	-0.8	1.3	-9%
35	CC1=NN(C(C)C)C(=O)C1	6%	.	5%	-16%	-8%	-0.4	-1.0	6%
36	CCOc1ccc(N(CC(=O)NCCSCc2ccccc2)S(=O)(=O)c2ccccc2)cc1	13%	5	2%	-3%	-2%	-1.2	0.7	-6%
37	Cc1cc(OCC(=O)N(C)Cc2ccccc2)cc(C)c1Cl	3%	19	8%	-15%	-4%	1.4	2.8	-24%
38	Cc1ccccc1N=C(N)Nc1ccccc1C	6%	2	2%	13%	-16%	-1.8	0.7	-2%[11.6 µM]
39	CCOC(=O)CSc1n[nH]c(=O)n1CCc1ccccc1	5%	-3	4%	16%	-5%	-1.3	-2.1	-3%
40	COc1ccc(C(=O)N2CCC(C(=O)Nc3cccc(C)c3)CC2)cc1OC	-11%	.	7%	-6%	-1%	-1.3	1.8	-3%
41	CC1CCc2c(nc3ncnn3c2N2CCN(c3ccccc3F)CC2)C1 (centres undefined)	-1%	-8	1%	0%	-6%	0.3	1.2	1%
42	CN1CC(=O)N2Cc3[nH]c4ccccc4c3C[C@H]2C1=O	3%	2	0%	-2%	3%	-3.0	-0.7	-1%
43	CCNc1nc(NCC)nc(N(C)N)n1	1%	4	2%	6%	-7%	-7.9	-1.6	-3%
44	COc1cccc(N(CC(=O)O)S(=O)(=O)c2ccccc2)c1	-3%	-7	0%	3%	-2%	-1.4	-2.1	9%[57.1 µM]
45	c1csc(COc2ccccc2CNC2CCCCC2)c1	-3%	8	-6%	13%	4%	1.5	-4.7	-8%
46	O=C(CSc1nc2ccccc2c(=O)n1-c1ccc(F)cc1F)Nc1ccc2c(c1)CCC2	22%	2	1%	-8%	-8%	-0.4	0.2	4%
47	Cc1ccccc1NC(=O)CSc1nnc(-c2ccccn2)o1	8%	-1	-3%	-8%	-13%	-1.6	-1.4	6%
48	CC/C(=N/Nc1cccc(Cl)c1)c1cnnc(SC)n1	-30%[inhibitor]	2	0%	-26%	-12%	0.0	1.8	-26%[57.1 µM]
49	C[C@@H]1CN([C@@H](C)CO)C(=O)CCCn2nncc2CO[C@H]1CN(C)C(=O)Nc1cccc2ccccc12	5%	2	-1%	8%	-14%	0.4	-0.4	2%
50	COc1ccc(NC(=O)c2cc3c(s2)CCC3)cc1S(=O)(=O)N1CCOCC1	6%	?	5%	-17%	-6%	0.3	-1.8	-20%
51	O=C(NCCN1CCN(S(=O)(=O)c2ccccc2)CC1)C(=O)Nc1ccc(F)cc1	7%	-6	-5%	0%	-13%	0.8	0.5	3%
52	Cc1ccc(C(=O)Cc2ccccc2)o1	2%	-2	-16%	-11%	-7%	0.6	-0.6	6%
53	O=C(NN=Cc1cccc([N+](=O)[O-])c1)c1cccc2ccccc12	2%	-8	-1%	-14%	-7%	-4.3	-4.2	1%
54	Cc1ccc2nc(N3C(=O)C(O)=C(C(=O)c4ccc(C)o4)C3c3ccco3)sc2c1 (centres undefined)	-7%	?	3%	5%	?	-2.8	-1.0	-5%
55	CC(NC(=O)c1ccccc1F)c1cccc2ccccc12 (centres undefined)	7%	9	-6%	16%	-2%	-6.7	-2.7	-8%
56	COc1ccccc1-n1c(SCC(=O)Nc2ccc3c(c2)OCO3)nc2c(c1=O)SCC2	13%	.	7%	2%	-2%	-2.0	-1.9	-4%
57	CC1(C)CC(=O)C2=C(C1)OC(N)=C(C#N)C2C1C=CCCC1 (centres undefined)	-19%	-9	-6%	1%	0%	-0.5	-0.5	0%
58	O=C(NCc1ccncc1)C1CCCN1S(=O)(=O)c1ccc(Cl)cc1 (centres undefined)	12%	0	0%	-15%	?	-17	-1.3	-6%
59	Nc1cc(N)nc(SCc2cc([N+](=O)[O-])cc3c2OCOC3)n1	-4%	2	-8%	0%	?	-0.5	0.2	11%
60	Cc1noc(C)c1S(=O)(=O)N(C)C[C@H]1Oc2ccc(NC(=O)NC3CCCCC3)cc2C(=O)N([C@H](C)CO)C[C@@H]1C	-1%	2	-3%	6%	0%	-0.7	-2.0	-2%
61	Cc1cc(-c2nnc(-c3cccc(Cl)c3)o2)no1	7%	1	9%	-10%	-12%	-3.5	-1.4	-11%
62	Cc1ccc(S(=O)(=O)N2CCN(C(=O)CN3C(=O)NC4(CCCC4)C3=O)CC2)c(C)c1	8%	0	6%	9%	-4%	-1.1	-0.9	-3%
